# A-T KAP1 phos: candidate therapy for ataxia-telangiectasia; […] A-T fibroblasts, KAP-1 phosphorylation AlphaLISA; neocarzinostatin DNA damage 30 min before lysis; Potency, µM (titrated, usually from 57.5 µM), without a hit: at the highest dose activation, usual class: activators; hit rate 0.19% among 320,000; further: potency means the concentration at half of the fitted maximal effect; % of control where 0% means no effect; nearly all actives have a fitted effect of over 45% in size
#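 hTERT-immortalized A-T patient fibroblasts ([…]), 500 cells/well in OPTI-MEM, 1% FBS, got compounds for 60 min, then NCS for 30 min at 37C. Lysates were then assayed for phospho-KAP-1 by AlphaLISA (anti-pKAP1 donor, anti-KAP1 acceptor beads), 6 hr at 25C.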
# TSHR antagonist: human thyrotropin receptor antagonism | P16473 | TSHR-expressing cells, TSH-stimulated cAMP HTRF, 2 h; active compounds read low | activity change, negative = inhibition, % at 11.5 µM | hit rate 0.2% among 330,000;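 active means activity change below a set negative limit, meaning inhibition stronger than a set level, cut at about -70% in these data; inconclusive means activity change between two set negative limits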; further: on the % scale 0 is the no-effect control and ±100 the full control effect
# Target sequence (P16473 whole entry, looked up): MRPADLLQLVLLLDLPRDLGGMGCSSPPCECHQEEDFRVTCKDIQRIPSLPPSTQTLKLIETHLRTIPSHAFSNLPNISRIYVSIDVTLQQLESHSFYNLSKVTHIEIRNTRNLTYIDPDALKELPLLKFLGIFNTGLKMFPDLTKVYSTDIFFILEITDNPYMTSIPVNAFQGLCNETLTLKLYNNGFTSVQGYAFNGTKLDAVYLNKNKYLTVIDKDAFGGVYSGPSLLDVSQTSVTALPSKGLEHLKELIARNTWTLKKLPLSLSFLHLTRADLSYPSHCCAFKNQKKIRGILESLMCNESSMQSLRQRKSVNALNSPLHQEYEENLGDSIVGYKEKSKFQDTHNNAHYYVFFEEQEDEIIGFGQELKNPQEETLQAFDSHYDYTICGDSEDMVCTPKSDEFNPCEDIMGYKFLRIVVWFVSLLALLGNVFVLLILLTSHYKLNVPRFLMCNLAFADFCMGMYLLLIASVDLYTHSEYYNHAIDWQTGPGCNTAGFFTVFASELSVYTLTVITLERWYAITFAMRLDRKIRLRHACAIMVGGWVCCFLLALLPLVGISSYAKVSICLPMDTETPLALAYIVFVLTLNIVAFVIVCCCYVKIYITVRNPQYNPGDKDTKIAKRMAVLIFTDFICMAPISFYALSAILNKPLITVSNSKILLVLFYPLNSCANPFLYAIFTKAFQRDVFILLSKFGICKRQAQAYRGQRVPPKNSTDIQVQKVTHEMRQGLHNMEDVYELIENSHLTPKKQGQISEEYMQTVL
#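 TSHR-expressing cells were treated with compounds, then stimulated with TSH at EC80 (4nM final) for 2 hours at 37 deg C. Cellular cAMP was measured by HTRF competition between lysate cAMP and cAMP-d2 for a cryptate-labelled anti-cAMP antibody.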
# KCNH2 WT inh: blocks the wildtype human KCNH2 potassium channel; U2OS, BacMam KCNH2, thallium flux FluxOr; active compounds read low; AID 720551; Q12809; hit rate 0.37% among 340,000; activity change, % at 1.84 µM;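 active means maximum activity change below -70%; inconclusive means maximum activity change between -70% and -50%; inactive means maximum activity change above -50%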; further: on the % scale 0 is the no-effect control and ±100 the full control effect
#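 U2OS cells were transduced with wild-type KCNH2 virus (2.03 x 10^8 / mL) for 4 h at room temperature, then cultured overnight at 37 C. Thallium flux was read with FluxOr dye. Rate constants were normalized to DMSO controls.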
# Mito fusion yeast: inhibitors of mitochondrial division or activators of mitochondrial fusion; AID 485298; S. cerevisiae fusion-defective mutant growth rescue, CellTiterGlo 48 h; hit rate 0.23% among 320,000; Potency, µM (titrated, usually from 46.1 µM), inactives show at the highest dose growth rescue (activation), hits mostly activators;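 further: potency means the concentration at half of the fitted maximal effect; % of control where 0% means no effect; nearly all actives have a fitted effect of over 45% in size; temperature-sensitive fusion mutants such as fzo1-1 at 37 °C on non-fermentable ethanol glycerol medium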
#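 Growth-rescue viability read-out: after 48 h at the non-permissive 37C in glycerol/ethanol YPEG, yeast mitochondrial fusion mutants are measured by CellTiterGlo luminescence; compounds (23 nl pinned per well) restoring growth score as division inhibitors or fusion activators.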
# TRPV1 ag: activates the human vanilloid receptor TRPV1 | TRPV1-expressing cells, Fluo-8 calcium influx, agonist mode | activation, % at 8.33 µM | hit rate 0.19% among 320,000; in the data active means activation above about 80%; inconclusive means between about 30% and that limit; further: 0% is about no effect
#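 TRPV1-expressing cells were cultured overnight at 35.5C and loaded with Fluo-8 calcium dye for 40 to 90 min at room temperature. After a 10 s baseline, compound was added and calcium influx was read kinetically for 3 min (ex 480/em 520 nm).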
# Eya2 phos inh: Eya2 (human) phosphatase inhibition; O00167; recombinant Eya2, OMFP fluorescence dephosphorylation (OMFP is methylfluorescein phosphate); Potency, µM (top dose mostly 76.9 µM), for inactives: at the top dose activity, negative = inhibition, hits mostly inhibitors; hit rate 0.006% among 330,000; further: potency means the concentration at half of the fitted maximal effect; on the % scale 0 is the no-effect control and ±100 the full control effect
#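 Eya2 protein (added as 0.2 uM solution) was preincubated with compound for 10 min at ambient temperature in 50 mM HEPES pH 7.5, 50 mM NaCl, 5 uM MgCl2, 0.05% BSA, 1 mM DTT. OMFP (added at 50 uM) then reacted 10 min; fluorescence read at 485/525 nm.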
# KCNH2 3.1 block: KCNH2 3.1 (human) potassium channel inhibition; U2OS KCNH2 3.1, thallium flux FluxOr; active compounds read low; activity change, % (tested at about 1.8 µM); hit rate 0.95% among 340,000; AID 720553;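 active means maximum activity change below -70%; inconclusive means maximum activity change from -70% to -50%; inactive means maximum activity change above -50%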;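 further: thallium influx rate constant from kinetic fluorescence after stimulation buffer; on the % scale 0 is the no-effect control and ±100 the full control effect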
#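 U2OS cells transduced with KCNH2 3.1 mutant virus (1.77 x 10^8 /mL, 4 h), plated overnight at 37 C, loaded 45 min with FluxOr dye plus Red40 quencher. Thallium flux rate constant from kinetic reads after stimulation buffer, normalised to controls.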
# ELG1 repair inh: ELG1-dependent DNA repair inhibition; AID 504467; HEK293T ELG1-luciferase reporter, luminescence, 16 h; DNA damage induced by 5-fluorouridine; Potency, µM (titrated, usually from 46.1 µM), inactives show at the highest dose activity change, negative = inhibition, hits mostly inhibitors; hit rate 2.3% among 330,000; further: potency means the concentration at half of the fitted maximal effect; on the % scale 0 is the no-effect control and ±100 the full control effect; nearly all actives have a fitted effect of over 55% in size
#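 Cells (2,000 per well) received 5-fluorouridine plus test compound or DMSO and were incubated 16 hr at 37 °C, 5% CO2. Luciferase activity was read by luminescence 30 min after ONE-Glo addition; signal suppression marked inhibition of damage-induced ELG1 function.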
# TCR activator: activates T cell receptor signaling | primary human leukocytes, anti-CD3, IL-2 HTRF, 48 h | Potency, µM (highest dose often 9.22 µM), without a hit: top-dose activation of IL-2 secretion, usual class: activators | 330,000 tested, under 10 active; further: % of control where 0% means no effect
#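 Primary human leukocytes were stimulated with a-CD3 beads plus compounds for 48 hr without co-stimulation; secreted IL-2 was quantified by HTRF using a-IL-2-K (europium cryptate) and a-IL-2-d2, excited at 320nm with acceptor emission read at 665nm.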
# USP2a inh: USP2a (human) protease inhibition; AID 463254; USP2 core, Ub-CHOP2 coupled fluorogenic reporter, 485/531; hit rate 0.01% among 330,000; Potency, µM (top dose mostly 38.3 µM), inactives show at the top dose activity change, negative = inhibition, most hits filed as inhibitors; O75604;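 further: potency means the concentration at half of the fitted maximal effect; plate controls were DMSO wells for no effect and full inhibition by NEM control for full effect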
#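 Cell-free coupled assay: 10nM USP2 core preincubated 30min RT with compound in Tris-HCl pH 8.0/CaCl2/CHAPS buffer, then 25nM Ub-CHOP2 and 25nM reporter substrate; fluorescence (Ex 485/Em 531) read after 60min RT, normalized to NEM inhibition, concentration-response curves fitted.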
# Numbers without * were called inactive; ? = inconclusive; . = not tested or not shown; [ ] = dose if it differs, or a comment. Unless noted, the call rests on the fitted dose curve; in most records, active means well fitted curve in the direction sought with a large enough effect; inconclusive means small, poorly fitted or top-dose-only effect, or another doubt; inactive means no such curve, though single readings can be large; an effect the other way counts as inactive or inconclusive.
SMILES,A-T KAP1 phos,TSHR antagonist,KCNH2 WT inh,Mito fusion yeast,TRPV1 ag,Eya2 phos inh,KCNH2 3.1 block,ELG1 repair inh,TCR activator,USP2a inh
COC(=O)CN1C(=S)N(c2ccc(F)cc2)C(=O)C1CC(=O)Nc1ccc(OC)cc1 (stereo not drawn),7%,3,0,6%,9,5%,-1,0%,-1%,0%
Cc1cccc(CSCCNC(=O)CSCc2ccc([N+](=O)[O-])cc2)c1,-4%,-15,11,16%,?,-13%,-9,12%,-5%,1%
CCn1c(SCc2nc3ccccc3[nH]2)nnc1-c1cnccn1,6%,-4,-34,-3%,2,-2%,4,?,3%,3%
CC(=O)N1CCC(C(=O)Nc2ccc(S(=O)(=O)NCCc3ccccc3)cc2)CC1,6%,1,12,-3%,3,3%,-12,-13%,-6%,-2%
CC1Cc2cc(/C(O)=C3/C(=O)C(=O)N(CCN4CCOCC4)C3c3cccc(O)c3)ccc2O1 (stereo not drawn),-1%,4,-16,1%,1,15%,2,?,1%,-1%
Cc1c(NC(=S)N/N=C/C=C/c2ccccc2)c(=O)n(-c2ccccc2)n1C,4%,5,-5,-3%,2,4%,11,6%,5%,-1%
O=C1CC2(CCN(C(=O)C3CC(=O)N(c4ccc(F)cc4)C3)CC2)Oc2ccccc21 (stereo not drawn),4%,-2,4,-2%,-3,-2%,-21,?,2%,-2%
COc1ccc(C(=O)NCC(=O)N2CCN(c3ncccn3)CC2)cc1OC,-1%,-3,3,-5%,3,17%,4,-6%,2%,-1%
COc1cc(C(=O)NCc2ccncc2)cc(OC)c1OC,-4%[11.5 µM],-5,3,5%,4,-5%,-5,?,.,3%
Cn1c(=O)n(C)c2cc(S(=O)(=O)NCC(=O)O)ccc21,0%,-2,3,0%,-2,-13%,11,?,6%,10%
CCN(CC)CCCNC(=O)C1CCC(CNS(=O)(=O)c2ccc(Cl)cc2)CC1 (stereo not drawn),5%,-3,3,5%,3,-14%,11,-2%,6%,-2%
CO/N=C/c1ccc(N2CCN(C(=O)c3ccc(Cl)cc3Cl)CC2)c([N+](=O)[O-])c1,-3%,-8,-12,4%,0,-7%,-109*,-25%,6%,-1%
COc1ccccc1-n1cnnc1SC(C)C(=O)Nc1cccc([N+](=O)[O-])c1 (stereo not drawn),-1%,7,-2,-1%,-2,-11%,-9,-9%,3%[46.1 µM],2%
CCOC(=O)c1cc(C)sc1NC(=O)C(c1ccccc1)c1ccccc1,17%,-4,-1,4%,3,3%,-11,8%,-2%,-6%
O=C(COc1coc(CN2CCN(c3ccccc3)CC2)cc1=O)Nc1ccc(F)cc1,?,15,-1,5%,-2,5%,-1,-5%,-1%,1%
Cc1ccc(C(=O)NCc2ccco2)cc1S(=O)(=O)N1CCOCC1,4%,13,-12,1%,-4,8%,-11,-2%,0%,-4%
O=c1[nH]ncc(NCCCO)c1Cl,.,-1,-2,-1%,-3,-1%,-2,1%,-2%[46.1 µM],1%
CCCC(=O)C1=C(O)C(C(=O)OC)C(C)(C)CC1=NCCc1ccccc1 (stereo not drawn),1%,1,-1,2%,9,0%,3,-8%,-6%,-1%
COc1ccc(Cl)cc1NC(=O)Nc1cccc([N+](=O)[O-])c1C,-5%,-10,1,8%,0,7%,-2,?,-5%,2%
Cc1cccc(NC(=O)Cn2c(=O)n(Cc3ccccc3)c(=O)c3c(C)c(C)sc32)c1,9%,-5,-5,-1%,2,2%,-17,-26%,-3%[46.1 µM],6%
CCNC(=S)NS(=O)(=O)c1ccc(F)cc1,15%,49,-2,-5%,0,-2%,-3,12%,2%,5%
COc1ccccc1N1CCN(/N=C/c2cc([N+](=O)[O-])ccc2Cl)CC1,-3%,2,-9,-7%,1,-1%,5,-30%,10%,0%
O=C1OC[C@H]2CCCN2C(=O)[C@@H](CC(=O)N(CCO)Cc2ccccc2)C/C=C\CC[C@H]1Cc1ccc(F)cc1,1%,39,16,.,.,-7%,-15,?,-3%,-9%
CC(OC(=O)CCN=C1NS(=O)(=O)c2ccccc21)C(=O)Nc1ccc(F)cc1 (stereo not drawn),0%,4,3,-7%,-1,-10%,-1,-6%,.,0%
O=C(c1ccc2c(c1)OCO2)N1CCN(S(=O)(=O)c2ccc(Cl)cc2)CC1,9%,-96*,7,-2%,-6,-1%,-10,9%,-3%,3%
COc1cc(NC(=O)CN2C(=O)C(c3ccccc3)=NC2(C)C)cc(OC)c1,1%,11,-1,-4%,4,9%,-6,20%,-5%,0%
CCOc1ccc(N(C)S(=O)(=O)c2ccc(C)c(C(=O)NCc3cccs3)c2)cc1,9%,-3,8,13%,-2,17%,-11,?,-3%,-2%
Cc1ccc(C(=O)N2CCN(C)CC2)cc1S(=O)(=O)N1CCCCCC1,-18%,-5,1,-1%,1,7%,-2,4%,1%,0%
Cc1cc(C(=O)COC(=O)CNC(=O)c2ccccc2)c(C)n1CC1CCCO1 (stereo not drawn),-5%,8,-4,-4%,0,3%,20,?,1%,0%
COC(=O)CSc1[nH]c2ccccc2c1[N+](=O)[O-],?,-5,-5,-12%,2,-9%,6,12%,0%,-4%

# Whole records, quoted from the list. Screens in order: A-T KAP1 phos	TSHR antagonist	KCNH2 WT inh	Mito fusion yeast	TRPV1 ag	Eya2 phos inh	KCNH2 3.1 block	ELG1 repair inh	TCR activator	USP2a inh
# CC(OC(=O)CCN=C1NS(=O)(=O)c2ccccc21)C(=O)Nc1ccc(F)cc1 (stereo not drawn) as listed: 0%	4	3	-7%	-1	-10%	-1	-6%	.	0%
# CCOC(=O)c1cc(C)sc1NC(=O)C(c1ccccc1)c1ccccc1 as listed: 17%	-4	-1	4%	3	3%	-11	8%	-2%	-6%

# Further results:
SMILES,A-T KAP1 phos,TSHR antagonist,KCNH2 WT inh,Mito fusion yeast,TRPV1 ag,Eya2 phos inh,KCNH2 3.1 block,ELG1 repair inh,TCR activator,USP2a inh
COc1cc(/C=C/CN2CCC(CO)(CC3CCCCO3)CC2)ccc1O (stereo not drawn),-4%,0,8,-3%,1,5%,-6,-6%,-5%,1%
NC(=O)c1ccc(N=Nc2c(-c3ccccc3)[nH]n(-c3ccccc3)c2=O)cc1,-5%,1,.,-2%,-1,14%,.,?,.,2%
COc1ccc([N+](=O)[O-])cc1COc1ccc2c(-c3ccccc3)cc(=O)oc2c1,3%,-1,2,2%,4,-1%,-27,-7%,1%,0%
Cc1nn(CC(C)C(=O)N2CCN(S(=O)(=O)c3ccc(Cl)cc3)CC2)c(C)c1C (stereo not drawn),-9%,18,-13,3%,7,-18%,-1,-7%,2%,-1%
CNC(=S)NNC(=O)COc1ccccc1C,-7%,3,28,-1%,-7,0%,-1,-3%,.,0%
CCSc1nnc(NC(=O)CCn2c(=O)oc3ccccc32)s1,22%,3,-5,2%,2,2%,2,0%,-1%,4%
CCOC(=O)Cc1c(C)c2c(C)nn(-c3ccccc3)c2oc1=O,2%,-9,-1,7%,3,12%,1,?,.,-2%
O=S1(=O)C=C(Sc2nc3ccccc3s2)c2ccccc21,?,?,6,-11%,1,2%,-14,?,2%,2%
CC(NCCc1ccc(S(N)(=O)=O)cc1)C(=O)NCc1ccccc1 (stereo not drawn),14%,-21,-13,12%,-1,0%,-7,18%,-7%,6%
Nc1cc(N)nc(SCCN2CCCCC2)n1,10%,-9,5,-2%,2,6%,4,-2%,1%,-1%
COCCn1c(=O)[nH]c2cc(C(=O)NCc3ccccc3)ccc2c1=O,-1%,-6,-16,1%,1,-22%,4,5%,4%,8%

# Structures shown so far that have an aryl thioether with sulfur outside any ring (six):
SMILES,A-T KAP1 phos,TSHR antagonist,KCNH2 WT inh,Mito fusion yeast,TRPV1 ag,Eya2 phos inh,KCNH2 3.1 block,ELG1 repair inh,TCR activator,USP2a inh
CCn1c(SCc2nc3ccccc3[nH]2)nnc1-c1cnccn1,6%,-4,-34,-3%,2,-2%,4,?,3%,3%
COc1ccccc1-n1cnnc1SC(C)C(=O)Nc1cccc([N+](=O)[O-])c1 (stereo not drawn),-1%,7,-2,-1%,-2,-11%,-9,-9%,3%[46.1 µM],2%
COC(=O)CSc1[nH]c2ccccc2c1[N+](=O)[O-],?,-5,-5,-12%,2,-9%,6,12%,0%,-4%
CCSc1nnc(NC(=O)CCn2c(=O)oc3ccccc32)s1,22%,3,-5,2%,2,2%,2,0%,-1%,4%
O=S1(=O)C=C(Sc2nc3ccccc3s2)c2ccccc21,?,?,6,-11%,1,2%,-14,?,2%,2%
Nc1cc(N)nc(SCCN2CCCCC2)n1,10%,-9,5,-2%,2,6%,4,-2%,1%,-1%

# Assay outcomes from PubChem BioAssay.

# An excerpt; count on the stated rates, not on these rows.
